Assay outcomes deposited in PubChem by National Center for Advancing Translational Sciences (NCATS).
AID inh = Primary qHTS assay for inhibitors of Activation Induced Cytidine Deaminase (AID): AID signal | AID deamination FRET fluorescence, UDG-coupled, 4 h | Potency, µM (top dose mostly 115 µM), for the others: top-dose activity change, negative = inhibition, hits mostly inhibitors | hit rate 0.32% among 91,000; note: nearly all actives have a fitted effect of over 25% in size
Target sequence (Q9GZX7 whole entry, looked up): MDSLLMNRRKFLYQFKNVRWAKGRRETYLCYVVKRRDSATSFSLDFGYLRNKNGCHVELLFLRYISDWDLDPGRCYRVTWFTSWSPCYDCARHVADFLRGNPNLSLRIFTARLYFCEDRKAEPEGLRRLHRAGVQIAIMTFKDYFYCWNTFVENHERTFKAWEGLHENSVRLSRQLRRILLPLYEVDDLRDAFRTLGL
UDG counter = Primary qHTS assay for inhibitors of Activation Induced Cytidine Deaminase (AID): UDG Counterscreen signal. hit rate 0.14% among 91,000. Potency, µM (titrated, usually from 115 µM), inactives show at the top dose activity change, negative = inhibition, most hits filed as inhibitors. Uracil-DNA glycosylase. FRET deamination/UDG coupled assay, UDG read, 4 h; note: nearly all actives have a fitted effect of over 65% in size
Numbers without * were called inactive; ? = inconclusive; [ ] = remark or other dose. Calls come from the whole dose curve; as a rule, active = well fitted curve in the direction sought with a large enough effect; inconclusive = small, poorly fitted or top-dose-only effect, or another doubt; inactive = no such curve, though single readings can be large; an effect the other way counts as inactive or inconclusive. % is set by controls: 0 for no effect and ±100 for the full control effect; potency is the fitted concentration of half-maximal effect.

SMILES	AID inh	UDG counter
Cc1ccc(Nc2cc(C(=O)NC3CCCC3)c3ccccc3n2)cc1C	2%	23%
CCn1c(SCC(=O)Nc2cccc(C(C)=O)c2)nnc1-c1cc2ccccc2o1	7%	9%
Cc1cccc(Oc2coc3cc(OCC(=O)OC4CCCCC4)ccc3c2=O)c1	-13%	-12%
Cc1cccc(-c2noc(-c3ccccc3NC(=O)C3CC(=O)N(c4ccccc4C)C3)n2)c1 (stereo not drawn)	-7%	-20%
Cc1ccc(Cl)cc1NC(=O)CNC(=O)N1CC(=O)Nc2ccccc21	8%	3%
CCCCCCCCC#CC#Cc1cccc(C(=O)O)c1	-18%	-7%
CCCCOC(=O)c1ccc(NC(=O)CCc2ncc(-c3ccccc3)o2)cc1	-4%	0%
COc1ccc(CCNC(=O)Cc2c(C)c3cc4c(C)coc4c(C)c3oc2=O)cc1	-27%	-1%
CC1(C(=O)NCc2ccccc2)Cn2nc(-c3ccccc3)cc2C(=O)N1CCc1ccco1 (stereo not drawn)	-12%	-3%
COc1ccc(-c2csc(=Nc3ccccc3)n2CCO)cc1F	-13%	?
CC(C)CN(c1ccccc1)S(=O)(=O)c1nnc(NC(=O)C2CCCCC2)s1	7%	-3%[57.5 µM]
N#Cc1cccc(NC(=O)C2CCN(S(=O)(=O)c3ccc4[nH]c(=O)ccc4c3)CC2)c1	37%[activator]	2%
CC1CCCN(C(=O)c2cccc(S(=O)(=O)Nc3cc(C(F)(F)F)ccc3Cl)c2)C1 (stereo not drawn)	-4%	1%
O=C(NC1CCCCC1)c1nc(Cl)ccc1Cl	-1%	2%
COc1cccc(NC(=O)C2CCN(c3nc4ccccc4nc3C(F)(F)F)CC2)c1	-10%	-8%
Cc1cc(=O)[nH]c2sc3c(C(F)(F)F)cc(=O)[nH]c3c12	1%	0%
COC(=O)C(Br)(C(=O)OC)C(OC)(C(=O)OC)C(=O)OC	0%	-3%
N#Cc1cccc(C(=O)OCc2cc(-c3ccc(Cl)cc3)no2)c1	-3%	8%
Cc1cc(Cl)ccc1OCC(=O)NC1CCN(C(C)C)CC1	0%	4%
CC(C)CNC(=O)C1CCCC1	0%	6%
COc1ccc(CNC(=O)CSc2nc3ccccc3nc2Cc2ccccc2)cc1	-10%	-3%
COc1ccc(-c2nc(NC(=O)c3ccc(C)c(F)c3)n[nH]2)cc1OC	7%	-3%
O=C(CSc1nc2ccccc2o1)OCC(=O)N1CCCC1	-5%	1%
COc1ccc(-c2nc(C)c(CCNC(=O)c3ccc(C(F)(F)F)cc3)s2)cc1OC	-3%	4%
Cc1nc(-c2cccc(N3CC(C(=O)NC4CCCCCCC4)CC3=O)c2)no1 (stereo not drawn)	-10%	-1%
(cont.)
SMILES	AID inh	UDG counter
Cc1cc(C)cc(NC(=O)CN(c2cccc(C)c2C)S(=O)(=O)c2ccccc2)c1	?	-3%
CC(C)C(=O)Nc1ccccc1OCc1cc(=O)n2ccccc2n1	14%	3%
CCN1CCN(c2cc3c(cc2F)c(=O)c(S(=O)(=O)c2ccccc2)cn3C)CC1	3%	10%
Cc1c(C)c2ccc(OCc3nn[nH]n3)cc2oc1=O	2%	0%
O=C1CCC/C(=N/NC(=O)c2ccc(Cl)cc2)C1	6%	5%
O=C(COC(=O)C1CCN(/C=C/C(=O)C(F)(F)F)CC1)NC(c1ccccc1)c1ccccc1	-7%	-2%
O=C(NC1CCCC1)c1ccc2c(Cl)c3c(nc2c1)CCCC3	-26%	-9%
O=c1cc(-c2ccccc2F)oc2ccc(F)cc12	-5%	6%
CC(=O)c1cccc(NC(=O)C(C)n2c(=O)cc(C)c3c(C)nn(-c4ccccc4)c32)c1 (stereo not drawn)	-12%	26%
O=C(Nc1cccnc1Cl)C1CCCCC1	5%	4%
N#Cc1cccc(Nc2ncnc3c2cnn3-c2cccc(Cl)c2)c1	-3%	-20%
Cc1ccc2c(=O)cc(C(=O)NCC(c3ccco3)N3CCOCC3)oc2c1C (stereo not drawn)	-1%	7%
Cc1nn2c(-c3ccco3)ccnc2c1-c1ccc(Br)cc1	-5%	3%
Cc1ccc(CSc2ncc(Cl)c(C(=O)NCc3ccccc3)n2)cc1	5%	3%
CC(=O)N1c2ccccc2C(=O)C1N1CCN(c2ccccc2)CC1 (stereo not drawn)	73%[activator]	30%[activator]
O=C(N/N=C/c1ccccc1)c1ccc[n+]([O-])c1	-1%	-15%
O=C(CSc1ncc2c(n1)-c1cc(Cl)ccc1N(Cc1ccccc1F)S2(=O)=O)Nc1cccc(C(F)(F)F)c1	52%[activator]	6%
COc1ccc(CNC(=O)CSc2ncc3c(n2)-c2ccc(Cl)cc2N(Cc2ccc(F)cc2)S3(=O)=O)cc1OC	?	2%
O=C(CCS(=O)(=O)c1cccc2nsnc12)N1CCN(c2cccc(Cl)c2)CC1	1%	4%
O=C(CSc1ncc2c(n1)-c1ccc(Cl)cc1N(Cc1ccccc1)S2(=O)=O)Nc1ccc(F)c(F)c1	61%[activator]	0%
C=CCc1cc(/C=C2/NC(=O)NC2=O)cc(OCC)c1OCc1ccc(C(=O)O)cc1	-9%	-5%
CC(C)CC(=O)NC1CC(=O)N(c2ccc3c(c2)OCCO3)C1 (stereo not drawn)	-12%	-11%
CCOc1ccc(NC(=O)CSc2ncc3c(n2)-c2cc(Cl)ccc2N(C)S3(=O)=O)cc1	58%[activator]	-13%
CCc1ccc(-c2[nH]c3c(c2-c2sc(C)c(C(=O)OC)c2O)c(=O)n(C)c(=O)n3C)cc1	6%	-22%
N#Cc1c(SCC(=O)N2CCOCC2)nc(N2CCCCC2)c2c1CCCC2	?	-10%
Continued:
SMILES	AID inh	UDG counter
O=C(O)c1ccc(C(=O)c2ccc(Br)cc2)cc1	-4%	-4%
Cc1ccc(-n2ncc(C(=O)N3CCC(c4ccccc4)C3)c2C2CCN(C(=O)OC(C)(C)C)CC2)cc1 (stereo not drawn)	?	?
CCSc1nc(N2CCOCC2)c2sc3c(c2n1)COC(C)(C)C3	-6%	-6%
O=C(CSc1nc(-c2cccs2)cc(C(F)(F)F)n1)Nc1ccccc1Cl	-2%	-2%
COc1cc(C(=O)NC(C)Cn2cccn2)cc(Cl)c1OC (stereo not drawn)	7%	-3%
COc1ccc(-c2nc(CS(=O)(=O)CC(=O)NCCc3ccc(C)cc3)c(C)o2)cc1	-7%	-22%
O=C(c1ccccc1Cl)[C@@H]1[C@@H]2CCCN2[C@]2(C(=O)Nc3ccccc32)[C@@]12C(=O)Nc1ccccc12	9%	0%
CC(C)(C)NC(NC(=O)c1ccc([N+](=O)[O-])cc1)C(Cl)(Cl)Cl (stereo not drawn)	-2%	3%
C(#CCN1CCOCC1)CC(c1ccccc1)c1ccccc1	-1%	10%
COc1ccccc1NC(=O)CSc1nc2ccccc2c2nc(-c3ccccc3)nn12	-8%	13%
CCN(C(=O)CSc1nc(-c2ccc(C(C)C)cc2)no1)c1ccccc1	-16%	0%
O=C(NCC#Cc1cccc(C(F)(F)F)c1)NC1CCN(Cc2ccccn2)CC1	-6%	-9%
CCOC(=O)N1CCC(NC(=O)c2cnn(-c3cccc(C)c3)c2-n2cccc2)CC1	-17%	-17%
O=C(NCCCN1CCN(c2ccccc2F)CC1)c1ccc2nc(CCc3ccccc3)oc2c1	-11%	-4%
COc1ccc(C2NC(=S)NC3=C2CCc2cc(OC)ccc23)cc1 (stereo not drawn)	104%[activator]	-5%
CCOCCn1c(=O)c2c(nc3n2CCN3c2ccc(C)c(C)c2)n(C)c1=O	4%	15%
Brc1ccccc1CNCc1ccc(Cn2cncn2)cc1	-1%	-3%
Cc1ccc(-c2nc(CN3CCCC3c3cccs3)co2)cc1 (stereo not drawn)	-21%	-5%
COCCNC(=S)N/N=C/c1c(OC)cc(OC)cc1OC	-1%	-2%
O=C(NC(C1CC1)C1CC1)c1cncc(Br)c1	6%	-4%
CC(C)OC(=O)c1ccc(Cl)c(N)c1	-5%	0%
CCN1CCc2nc3sc(C(=O)c4ccc(F)cc4)c(N)c3cc2C1	139%[activator]	-14%[57.5 µM]
Cc1ccc(-n2c(=O)c3ccc(C(=O)NCc4ccccc4Cl)cc3n(CC(=O)Nc3cccc(F)c3)c2=O)cc1	11%	4%
CS(=O)(=O)NC(=O)c1ccc(Br)cc1F	-10%	-10%
CC1=C(C(=O)OC(C)(C)C)C(c2cccc(Cl)c2)NC(=O)N1 (stereo not drawn)	2%	-4%
Next results
SMILES	AID inh	UDG counter
COc1cc(Cl)c(C)cc1NC(=O)c1sc2nc(C)cc(C)c2c1N	5%	12%
COc1ccccc1NC(=O)c1sc2nc(-c3cc4cc(Cl)ccc4oc3=O)[nH]c(=O)c2c1C	13%	11%
O=C(O)c1ccc(OCc2nnnn2-c2ccc(Br)cc2)cc1	5%	1%
CCc1ccc(NC(=O)CC(c2ccc(C)cc2)N2Cc3ccccc3C2=O)cc1 (stereo not drawn)	25%	11%
CCC(C)NC(=O)Cn1c(=O)n(CC2CCC(C(=O)NC)CC2)c(=O)c2sccc21 (stereo not drawn)	22%	4%
CCc1ccccc1NC(=O)CSc1nc2c(oc3ccccc32)c(=O)n1-c1ccccc1F	-17%	-6%
COc1cc(/C=C/c2nc(C#N)c(NCCCn3ccnc3)o2)cc(OC)c1OC	1%	3%
CONC(=O)Cn1c2ccccc2c(=O)c2ccccc21	-8%	-8%
Cc1cc2oc(C(=O)NCC(c3cccs3)N(C)C)cc(=O)c2cc1C (stereo not drawn)	-9%	2%
CCOc1ccc(NS(=O)(=O)c2ccc3c4c(cccc24)C(=O)N3)cc1	8%[57.5 µM]	-14%[57.5 µM]
CC(=O)Nc1ccc(NC(=O)Nc2sc3nc4n(c(=O)c3c2C)CCC(C)CC4)cc1 (stereo not drawn)	-1%	40%[activator]
CCN(c1ccc(C)cc1C)S(=O)(=O)c1nnc(NC(=O)CC(C)C)s1	-6%	-6%[57.5 µM]
CCc1noc(-c2ccc(NCc3ccccc3)c([N+](=O)[O-])c2)n1	-3%	-2%
COc1ccc(-c2c(C)noc2-c2ccc(O)cc2O)cc1OC	-7%	5%
CC(C)CC(=O)Nc1cc(C(C)(C)C)ccc1O	0%	5%
COc1ccc(S(=O)Cc2ccc(C(=O)NCc3cccc(OC)c3OC)o2)cc1 (stereo not drawn)	-19%	-9%
Cc1ccn2cc(CNC(=O)Cc3cn(C)c4ccccc34)nc2c1	-6%	-3%
Cc1cccn2c(Nc3ccc4c(c3)OCCO4)c(-c3ccc(Br)o3)nc12	-21%	-14%
CCn1cc2c(C(F)(F)F)cc(=O)n(CCC(=O)O)c2n1	-2%	2%
COc1ccc(C)cc1NC(=O)CSc1nc(=O)n(Cc2ccncc2)c2c1CCC2	3%	?
O=C(N/N=C/c1cccs1)c1cccc(Cl)c1	2%	2%
Cc1c(OCCC(C)C)ccc2c(C(F)(F)F)cc(=O)oc12	2%	3%
O=C(NCc1ccccc1)c1ccccc1Nc1ccccc1	-16%	-2%
CCOC(=O)c1c(Oc2ccc(C(C)=O)cc2)nnc(-c2ccccc2)c1-c1ccccc1	?	-9%
CCOC(=O)c1cn(CC)nc1S(=O)(=O)N1CCOCC1	4%	1%
Next compounds follow:
SMILES	AID inh	UDG counter
O=C(CSc1nnnn1-c1ccccc1C(F)(F)F)Nc1ccc2nccnc2c1	7%	3%
COC(=O)COc1cccc(N)c1	54%[activator]	10%
CCCCC(=O)Nc1sccc1C#N	15%	1%
COc1ccc(-c2cc(C(=O)N3CCCCC3C)no2)cc1OC (stereo not drawn)	5%	-16%
Cc1ccc(C)c(NC(=O)N2CC=C(c3c[nH]c4ccccc34)CC2)c1	1%	16%
COc1ccccc1Nc1nn2c(=O)c3ccc(C(=O)N4CCCC(C)C4)cc3nc2s1 (stereo not drawn)	?	?
CCOc1ccc(S(=O)(=O)N2CCC(N3CCN(Cc4ccc(C)cc4)C(=O)C3=O)CC2)cc1	-4%	25%
COc1ccc2nc3sc(C(=O)O)cc3cc2c1	20%	1%
CCCN1CCc2nc(N3CCN(CC)CC3)ncc2C1	273%[activator]	10%
N#Cc1cccc(NC(=O)C2CCN(S(=O)(=O)c3ccc4c(c3)CCCN4C(=O)C3CCC3)CC2)c1	-12%	-10%
COc1cccc(-c2nc(SCc3cc(=O)c4cc(C)c(C)cc4[nH]3)n[nH]2)c1	8%	6%

By substructure, those above containing a thiophene ring, fused or not.
SMILES	AID inh	UDG counter
Cc1cc(=O)[nH]c2sc3c(C(F)(F)F)cc(=O)[nH]c3c12	1%	0%
CCc1ccc(-c2[nH]c3c(c2-c2sc(C)c(C(=O)OC)c2O)c(=O)n(C)c(=O)n3C)cc1	6%	-22%
CCSc1nc(N2CCOCC2)c2sc3c(c2n1)COC(C)(C)C3	-6%	-6%
O=C(CSc1nc(-c2cccs2)cc(C(F)(F)F)n1)Nc1ccccc1Cl	-2%	-2%
Cc1ccc(-c2nc(CN3CCCC3c3cccs3)co2)cc1 (stereo not drawn)	-21%	-5%
CCN1CCc2nc3sc(C(=O)c4ccc(F)cc4)c(N)c3cc2C1	139%[activator]	-14%[57.5 µM]
COc1cc(Cl)c(C)cc1NC(=O)c1sc2nc(C)cc(C)c2c1N	5%	12%
COc1ccccc1NC(=O)c1sc2nc(-c3cc4cc(Cl)ccc4oc3=O)[nH]c(=O)c2c1C	13%	11%
CCC(C)NC(=O)Cn1c(=O)n(CC2CCC(C(=O)NC)CC2)c(=O)c2sccc21 (stereo not drawn)	22%	4%
Cc1cc2oc(C(=O)NCC(c3cccs3)N(C)C)cc(=O)c2cc1C (stereo not drawn)	-9%	2%
CC(=O)Nc1ccc(NC(=O)Nc2sc3nc4n(c(=O)c3c2C)CCC(C)CC4)cc1 (stereo not drawn)	-1%	40%[activator]
O=C(N/N=C/c1cccs1)c1cccc(Cl)c1	2%	2%
CCCCC(=O)Nc1sccc1C#N	15%	1%
COc1ccc2nc3sc(C(=O)O)cc3cc2c1	20%	1%

This is a subset. The share of hits here may be higher or lower than overall.
